SK-BR-3 tox 24h: SK-BR-3 proliferation inhibitors. 41,000 compounds, 0.47% hits. SK-BR-3 viability, CellTiter-Glo ATP luminescence, 24 h; stronger effect = lower value. viability, % at 10 µM;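 active means viability at or below the median of all test compounds minus 3 SD, in both replicates if run twice, cut at about 45% in these data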;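 further: 100% = median untreated cell wells and 0% = median positive control drug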
* marks the source's active call; other numbers are inactive results; & = joins results of further samples. This is a subset, so the mix of outcomes need not match the whole.

SMILES,SK-BR-3 tox 24h
CC(C)OC(=O)C(CC(=O)O)NCc1ccccc1 (centres undefined),91
CCN(CC)C(=O)c1cc2c(=O)n3cccc(C)c3nc2n1C,73
CN(C)c1ccc(C(=S)N2CCN(c3ccccc3)CC2)cc1,88
O=C(CSc1ncn(-c2ccccc2)n1)c1cccs1,98
CN(C)c1ccc(CNn2cnnc2)cc1,97
Cc1ccc2c(c1)[nH]c1c(=O)n(CCCN3CCOCC3)cnc12,79
CCOC(=O)C1CCN(c2nc3ccccc3nc2C(C#N)C(=O)OC(C)COC)CC1 (centres undefined),101
Cc1csc(NC(=O)CSc2nnc(-c3ccoc3C)n2Cc2ccco2)n1,78
COCc1[nH]nc2c1C1(CCSCC1)C(C#N)=C(N)O2,115
Cc1ccccc1OCC(=O)NCCN(C)C,124
CCN(CC)S(=O)(=O)c1ccc(-c2nnc(SCC(=O)c3ccc(OC)cc3)o2)cc1,89
Cc1cccc(-n2ncc3c(NCc4ccc5c(c4)OCO5)ncnc32)c1,85
CCOCC(=O)Nc1cccc(NC(C)=O)c1,92
COc1cccc(C2=CC(c3ccc(N(C)C)cc3)n3ncnc3N2)c1 (centres undefined),82
Cc1c(N=Cc2ccncc2)c(=O)n(-c2ccccc2)n1C,85

Further results
SMILES,SK-BR-3 tox 24h
COCCN(C(=O)CCC(=O)Nc1ccccn1)C(C(=O)NC1CCCC1)c1ccc(OC)cc1 (centres undefined),105
O=C(NCCCCO)C(F)(F)C(F)(F)C(F)(F)C(=O)NCCCCO,90
O=c1c(-c2ccccc2)coc2c(CN3CCCC3)c(O)ccc12,68
COc1cc2c(cc1NC(=O)CSCC(=O)O)oc1ccccc12,90
CC1CCCCN1CCNC(=O)C1CC(=O)N(c2ccc(F)c(Cl)c2)C1 (centres undefined),75
COc1cccc(/C=C2/CN(C)CC3=C2OC(N)=C(C#N)C3c2cccc(OC)c2)c1 (centres undefined),80
COc1ccc(OCC(O)Cn2c(=N)n(CCN3CCCCC3)c3ccccc32)cc1 (centres undefined),60
O=C(CSc1nnc(-c2ccco2)n1CC1CCCO1)c1ccccc1 (centres undefined),129
Cc1ccccc1CN1CCN(C(=O)c2cccc(F)c2)CC1,92
CN(C)C(=O)CSc1nc2ccccc2c(=O)[nH]1,89
O=C(Nc1cccnc1)C1(F)C(F)(F)C(F)(F)C(F)(F)C(F)(F)C1(F)F,89
C=CCNC(=O)C(C)Sc1ccc(Cl)cc1 (centres undefined),86
CCOc1ccc(OCC)c(NC(=O)CSc2nc3ccccc3c(=O)n2C)c1,102
FC(F)(F)c1cc(-c2ccco2)nc(-n2nc(C(F)(F)F)cc2C2CC2)n1,95
Cc1ccc(Cn2ccc(NC(=O)CCSc3nc(-c4ccco4)cc(C(F)(F)F)n3)n2)cc1,90

Carrying on.
SMILES,SK-BR-3 tox 24h
O=C(Nc1ccccc1)N1CCC(c2nc(-c3ccc(S(=O)(=O)N4CCOCC4)cc3)no2)CC1,81
Cc1ccnc(SCCn2c(Br)nc3c2c(=O)n(C)c(=O)n3C)n1,94
Cc1nc2nc3c(cn2n1)C(=O)CC(c1ccccc1)C3 (centres undefined),109
COc1ccc(NC(=O)C23CCC(C2)C(C)(C)C3=O)cc1 (centres undefined),82
Cc1ccc(C)c(N2C(=O)CN=C2Nc2ccccc2Cl)c1,129
CCOc1ccc(N(CC(=O)O)S(=O)(=O)c2ccc(F)cc2)cc1,93
COc1ccc(CSc2nnnn2C)cc1F,96
O=C(O)Cc1cc(I)c(Oc2ccc(O)c(I)c2)c(I)c1,92
CN(C(=O)c1cccc(C#N)c1)c1nnc(-c2cnccn2)s1,96
O=C1CCCC2=C1C(O)(C(F)(F)F)C(=O)N2Cc1ccccc1 (centres undefined),74
CCCCN(CCCNC(=O)C1CCN(S(=O)(=O)N2CCOCC2)CC1)Cc1ccccc1,97
CC(CN1CCCCC1)OC(=O)Cc1ccc(Cl)cc1 (centres undefined),129
CN1C(=O)N(C)C2C1NC(=O)N2C (centres undefined),123
COCCNC(=O)C(C)Oc1ccc(Cl)cc1Cl (centres undefined),105
Clc1ccc(COc2ccccn2)c(Cl)c1,73

Some of the entries above, set out differently:
COc1ccc(CSc2nnnn2C)cc1F
  SK-BR-3 tox 24h: 96
O=C(O)Cc1cc(I)c(Oc2ccc(O)c(I)c2)c(I)c1
  SK-BR-3 tox 24h: 92
CN(C(=O)c1cccc(C#N)c1)c1nnc(-c2cnccn2)s1
  SK-BR-3 tox 24h: 96
O=C1CCCC2=C1C(O)(C(F)(F)F)C(=O)N2Cc1ccccc1 (centres undefined)
  SK-BR-3 tox 24h: 74

Carrying on:
SMILES,SK-BR-3 tox 24h
O=C(c1cc2n(n1)C(C(F)(F)F)CC(c1ccco1)N2)N1CCc2ccccc2C1 (centres undefined),96
CCOC(=O)Nc1sc(C(=O)N(CC)CC)c(C)c1C(=O)OCC,89
Cn1c(=O)n(CCOc2ccccc2Cl)c2ccccc21,72
Cc1ccc2c(c1)nnn2C1CCN(S(=O)(=O)c2cccc(S(=O)(=O)N(C)C)c2)CC1,99
CCOC(=O)C1=C(C)NC(=O)NC1c1ccc(OC)c(Cl)c1 (centres undefined),87
CN=C(Nc1ccc2c(c1)OCO2)SC1CC(=O)N(c2ccccc2)C1=O (centres undefined),82
CC1CC(C)CN(CCCNC(=O)c2cn(C)c3ccc(S(=O)(=O)N4CCCC4)cc3c2=O)C1 (centres undefined),85
COCCn1nnnc1SCC(=O)c1ccc(F)cc1,96
Cc1ccccc1Cn1nc(C)c(NC(=O)c2nc3n(n2)C(C(F)F)CC(C)N3)c1C (centres undefined),112
CC(CNS(=O)(=O)c1cc(Cl)ccc1Cl)CN(C)C (centres undefined),96
CC1CCc2c(sc3nc(C4CC4)nc(SCC(=O)NCc4ccco4)c23)C1 (centres undefined),83
CN1C(=O)N(C)C2(CC1(C)C)CC(C)(C)N(C)C(=O)N2C,116
CCCNc1ncnc2c1cnn2-c1ccc(OC)cc1,86
c1ccc(NCc2nc(-c3ccccc3)no2)cc1,92
CCOC(=O)N1CCN(c2nc(C)c3c(n2)CC(C)CC3=O)CC1 (centres undefined),100

Additional compounds:
SMILES,SK-BR-3 tox 24h
COc1cccc(OCCNC(=O)c2cccc(OC)c2)c1,98
COCCNC(=O)c1ccc2c(c1)ncn2-c1ccc(F)c(F)c1,94
COc1ccc(CCNC(=O)CN2C(=O)c3ccccc3S2(=O)=O)cc1,92
COc1cc(OC)cc(C(=O)N2CCN(S(C)(=O)=O)CC2)c1,87
Cc1ccc(-n2nc(-c3cccs3)cc2C(=O)NCC2CCCO2)c(C)c1 (centres undefined),95
O=C(COc1ccc(Cl)cc1)Nc1ccccc1CO,84
COc1ccc(CNc2n[nH]c(NCc3ccc(OC)c(OC)c3)n2)cc1OC,105
O=C(NCN1C(=O)C2C3C=CC(C3)C2C1=O)Nc1nncs1 (centres undefined),76
COC(=O)c1cc(NCc2c(F)cccc2Cl)ccc1N1CCOCC1,79
O=C(NC(C(=O)O)c1ccccc1)c1ccc(S(=O)(=O)N2CCOCC2)cc1 (centres undefined),84
CC(=O)N1c2c(cc(Br)cc2S(=O)(=O)N2CCN(C(=O)c3ccco3)CC2)CC1C (centres undefined),78
O=C(NC1CCCCC1)c1ccc(N2CCCC2=O)cc1,93
CCN(CC)c1ccc(NC(=O)Nc2cccc(C(C)=O)c2)cc1,92
CCc1nnc(NC(=O)CSc2nnc(-c3cc4ccccc4cc3O)n2CCOC)s1,76
CC(C)(Oc1ccc(-c2ccco2)cc1)C(=O)O,99

The listing continues:
SMILES,SK-BR-3 tox 24h
CCc1ccc(S(=O)(=O)NCCc2cn3ccccc3n2)s1,75
Cc1ccc2cc3c(nc2c1)N(Cc1ccco1)CC3,66
O=C(Nc1ccc2c(c1)OCCO2)C1CCCN(c2ncccn2)C1 (centres undefined),84
COC(=O)C1=C(C)C(c2ccc(OC)cc2OC)NC(=O)N1 (centres undefined),90
Cc1cnc(C(=O)OCC(=O)NC2CCCC(C)C2C)cn1 (centres undefined),101
N#CCCN1CCN(S(=O)(=O)c2ccc(C#N)cc2)CC1,90
Cc1nnc(NC(=O)Oc2ccccc2)s1,76
CCOC(=O)C1CCCN(S(=O)(=O)c2cccs2)C1 (centres undefined),99
COc1cccc(-c2nc(N3CCCCC3)c3ccccc3n2)c1O,89
O=C(NCc1ccco1)c1ccc(=O)oc1,86
CCN(CCCNC(=O)CN(C)S(=O)(=O)c1cccc2nsnc12)c1ccccc1,73
Clc1ccc(Cl)c(-c2nn3c(Cn4cnc5ccccc54)nnc3s2)c1,78
COc1cccc(-n2c(SCC(N)=O)nnc2-c2ccncc2)c1,89
Nc1nonc1-n1nncc1-c1ccccc1,87
Cc1ccc(-c2nnc3c4ccccc4c(C)nn23)cc1NC(=O)CN1CCOCC1,92

Four compounds already listed, sorted by count of non-hydrogen atoms, descending:
SMILES,SK-BR-3 tox 24h
COc1cccc(-n2c(SCC(N)=O)nnc2-c2ccncc2)c1,89
CCc1ccc(S(=O)(=O)NCCc2cn3ccccc3n2)s1,75
Nc1nonc1-n1nncc1-c1ccccc1,87
O=C(NCc1ccco1)c1ccc(=O)oc1,86

(list continues)
SMILES,SK-BR-3 tox 24h
O=C(CCN1CCc2ccccc2C1)Nc1ccc(F)cc1,85
CCCc1nc2n[nH]c(N)c2c2c1CCC2,82
COc1ccc(CNc2nc(NCc3ccc(OC)cc3)n(S(C)(=O)=O)n2)cc1,85
CCCCCC(=O)Nc1ccc2oc(-c3ccncc3)nc2c1,90
CC(=O)OCc1cc2cc(C)ccc2[nH]c1=O,105
Cn1c(=N)n(CC(O)c2cccc3ccccc23)c2ccccc21 (centres undefined),68
CN1C(C(=O)Nc2ccccn2)=C(O)c2ccccc2S1(=O)=O,120&95
CCOc1ccccc1N(CC(=O)N1CCOCC1)S(=O)(=O)c1ccc(SC)cc1,94
O=C(CN1CCOCC1)N1CCN(S(=O)(=O)c2ccccc2)C1c1ccccc1 (centres undefined),115
O=C(CN(Cc1ccccc1F)C(=O)c1ccco1)NCc1ccc(F)cc1,73
CCSc1oc(-c2ccco2)nc1S(=O)(=O)c1ccccc1,77
CCc1cc(=O)oc2cc(OC(C)C(=O)O)c(Cl)cc12 (centres undefined),79
O=C1CCCC2=C1C(c1cccs1)n1nc(SCc3ccccc3F)nc1N2 (centres undefined),89
OC(CCN1CCOCC1)(c1ccc(Cl)cc1)C1CCCCC1 (centres undefined),104
C=CCSc1nc2c(c(=O)n(C)c(=O)n2C)n1CC,90

(cont.)
SMILES,SK-BR-3 tox 24h
CCSc1nc(C)cc(Oc2ccc(=O)n(C)n2)n1,93
CC(=O)N1CCN(c2ccccc2NC(=O)COc2ccc(Cl)cc2Cl)CC1,77
Cn1c(=O)c(C(=O)Nc2cnccn2)c(O)c2ccccc21,107
Oc1ccccc1C1=Nc2ccccc2N=C(c2ccco2)C1,87
COC(=O)c1[nH]c2ccccc2c1NC(=O)CN1CCN(c2cccc(OC)c2)C(C)C1 (centres undefined),79
Cc1cc2c(cc(C(=O)OC(C(=O)NCc3ccco3)C(C)C)n2C)o1 (centres undefined),137
CCN(CC)C(=O)CSc1nc2cccnc2n1-c1ccccc1OC,99
O=C(NC1=NCCS1)C1Cc2ccccc2CN1C(=O)c1ccccc1 (centres undefined),84
CC1CCc2c(nc3ncnn3c2N2CC(C)OC(C)C2)C1 (centres undefined),87
CC1(C)CC(=O)C(C=Nc2ccccc2)=C(O)C1,89
Cn1c(CCNC(=O)c2ccco2)nc2cc(NC(=O)C3CCCCC3)ccc21,99
CCC(=O)Nc1ccc(NC(=O)c2ccco2)cc1,86
CCOc1ccccc1CNc1ccc(N2CCOCC2)c(C(=O)O)c1,93
O=C(COc1ccc2ccccc2c1Br)Nn1cnnc1,94
COC(=O)C1=C(N)Oc2cc(C)oc(=O)c2C1c1ccncc1 (centres undefined),102

Later entries.
SMILES,SK-BR-3 tox 24h
Cc1cc(NC(=O)c2ccc(NC(=O)c3cccs3)cc2)no1,90
CC(=O)OCC(OC(C)=O)C(OC(C)=O)C(OC(C)=O)C(=O)Nc1ccc(C)cc1 (centres undefined),99
Cc1nc(N2CCCC2)c2ccsc2n1,90
CCc1nc(Sc2nc(C)cc(C)n2)c2oc3ccccc3c2n1,70
COc1cc(NC(=O)Nc2ccccc2OC)c(OC)cc1NC(=O)CN1CCCCC1,80
Cc1c(NC(=O)c2cc(-n3cnnc3)ccc2Cl)cccc1-c1nc2ccccc2o1,94
N#Cc1c(NC(=O)CSc2ncn(-c3ccccc3)n2)sc2c1CCCC2,99
CC(C)(C)c1cc(C(F)(F)F)nc(SCCCNC(=O)c2ccco2)n1,85
CCC(C)Oc1cccc(C(=O)Nc2ccccc2N2CCOCC2)c1 (centres undefined),71
CCOc1ccc(CCNC(=O)c2cccnc2N2CCCC2)cc1OCC,102
O=C(CSc1nnc(-c2cccnc2)n1Cc1ccco1)N1CCc2ccccc21,91
O=C(Nc1ccc2c(c1)nc1n2CCSC1)c1ccco1,105
c1cncc(-c2nn3c(Cn4cnc5ccccc54)nnc3s2)c1,100
COc1nc(Nc2ccc(O)cc2)nc(OC(C(F)(F)F)C(F)(F)F)n1,76
CCC1CCCCN1C(=O)CSc1nnc(-c2cccs2)o1 (centres undefined),85

Next records follow:
SMILES,SK-BR-3 tox 24h
CCNc1nc(NC(C)(C)C)nc(N(CC)n2cnnc2)n1,70
CCCSc1nnc(NC(=O)c2sc3nc(-c4cccs4)ccc3c2N)s1,64
N#Cc1ccccc1NC(=O)c1ccccc1OCC(=O)Nc1ccc2c(c1)oc1ccccc12,82
COCCn1c(SCC(=O)c2ccc(Cl)cc2)nnc1C(C)C,92

Screening data as filed in PubChem BioAssay.
